MCF10A rereplic – DNA re-replication induction in MCF 10a cells | MCF 10A DNA re-replication, Hoechst nuclear intensity, 48 h | Potency, µM (titrated, usually from 46.1 µM), inactives show top-dose activity, positive = re-replication, hits mostly activators | 2.9% of 350,000 active; also: potency is read from the fitted curve at half-maximal effect; % of control where 0% means no effect; nearly all actives have a fitted effect of over 50% in size
KB-V1 cytotox – kills drug-selected multidrug resistant KB-V1 cells | KB-V1 MDR cells viability, CellTiter-Glo, 72 h | Potency, µM (highest dose often 46.1 µM), for inactives: at the highest dose activity change, negative = cytotoxicity, actives largely listed as cytotoxic | 3.4% of 400,000 active | AID 1347076; also: potency is read from the fitted curve at half-maximal effect; % is scaled to controls: 0 for no effect and ±100 for the full control effect; nearly all actives have a fitted effect of over 60% in size
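Potencies derive from concentration-effect curves fitted to normalized luminescence (CellTiter-Glo) of KB-V1 cells treated for 72 h at 37 degrees C in phenol-red-free DMEM containing 10% FBS.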
S2 tox – cell viability loss in ATXN counter-screen | S2 cells (HEK-293 line with an ATXN2-luciferase reporter) viability, CellTiter-Fluor protease fluorescence, 24 h | 0.49% of 400,000 active | Potency, µM (series often up to 56.7 µM), usual class: cytotoxic; also: potency is read from the fitted curve at half-maximal effect; nearly all actives have a fitted effect of over 40% in size
IL1B secr inh – inhibitors of inflammasome signaling (IL-1 beta secretion) | activity change, % at 57.5 µM | 4.7% of 360,000 active | AID 743279 | THP-1 LPS/ATP IL-1B secretion, AlphaLISA, 16 h; active compounds read low; in the data active = activity change below about -50%; inconclusive = mostly about -30% to -49%; also: % is scaled to controls: 0 for no effect and ±100 for the full control effect
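THP-1 cells pretreated 1 hr with compounds (up to 57.5 uM final), then stimulated with LPS (250 ng/mL final) plus ATP (1.25 mM final); secreted IL-1B measured by AlphaLISA after 16 hr, decreased signal indicating inhibition.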
KB-3-1 tox – KB-3-1 parental cell cytotoxicity | AID 1347075 | KB-3-1 viability, CellTiter-Glo ATP luminescence, 72 h | 1.4% of 400,000 active | Potency, µM (highest dose often 46.1 µM), inactives show at the top dose activity change, negative = cytotoxic, hits mostly cytotoxic; also: potency is read from the fitted curve at half-maximal effect; % is scaled to controls: 0 for no effect and ±100 for the full control effect; nearly all actives have a fitted effect of over 60% in size
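Cells are dispensed, compounds pinned in, plates held at 37 °C for 72 h, then CellTiter-Glo is added and luminescence read after 10 minutes. Cell line: parental KB-3-1 in phenol-red-free DMEM, 10% FBS.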
HT1080-NT tox – kills 2HG-producing HT-1080-NT fibrosarcoma cells | HT-1080-NT fibrosarcoma viability, CellTiter-Glo ATP luminescence, 48 h | Potency, µM (titrated, usually from 46.1 µM), inactives show at the top dose activity, negative = less viability, hits mostly cytotoxic | 1.6% of 360,000 active | AID 686970;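 also: NT is the 2HG producing partner of a matched IDH1 knockdown line; potency is read from the fitted curve at half-maximal effect; 0% = DMSO-treated cells and -100% = media-only wells without cells; nearly all actives have a fitted effect of over 55% in size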
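Compounds were tested in concentration-response format on HT-1080-NT cells for 48 hours at 37 degrees C. Cell viability came from CellTiter-Glo luminescence; curves were classified by r2, response magnitude and activity.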
HT1080 IDH1KD tx – kills HT-1080 cells with IDH1 knockdown; HT-1080 IDH1 knockdown viability, ATP luminescence, 48 h; Potency, µM (titrated, usually from 46.1 µM), for the others: at the top dose activity, negative = toxicity, hits mostly cytotoxic; 2% of 360,000 active; AID 686971;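 also: potency is read from the fitted curve at half-maximal effect; 0% = DMSO wells and -100% = cell-free medium wells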
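Using the IDH1-knockdown HT-1080 line run in the same batch and compound series as the NT line, viability after 48 h at 37 °C was determined by CellTiter-Glo luminescence and expressed as % activity.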
SW480 rereplic – inducers of DNA re-replication in SW480 colon cancer cells; 1.8% of 340,000 active; SW480 DNA re-replication, Hoechst DNA content imaging, 48 h; Potency, µM (top dose mostly 46.1 µM), without a hit: top-dose re-replication activation, hits mostly activators; also: potency is read from the fitted curve at half-maximal effect; % of control where 0% means no effect; nearly all actives have a fitted effect of over 55% in size
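DNA re-replication was detected as more nuclei of elevated Hoechst intensity after 48 hr exposure to compound (23 nL pinned per well of 250 cells).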
ATXN2 expr inh – ATXN2 expression inhibition | HEK-293 ATXN2-luciferase reporter, luminescence, 24 h | AID 1745845 | Potency, µM (titrated, usually from 57 µM), without a hit: at the top dose activity change, negative = inhibition, most hits filed as inhibitors | 0.72% of 360,000 active; also: potency is read from the fitted curve at half-maximal effect; % is scaled to controls: 0 for no effect and ±100 for the full control effect; nearly all actives have a fitted effect of over 55% in size
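ATXN2-luciferase reporter cells (luciferase flanked by upstream and downstream ATXN2 gene portions) were treated 24 h at 37 °C with compounds at up to 57 uM. SteadyGlo luminescence gave expression; GF-AFC fluorescence gave viability.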
Starred values were filed as active, the others as inactive; i = inactive; ? = inconclusive; / = not tested or not shown; [ ] = dose if it differs, or a comment. Unless noted, calls follow the shape of the dose curve; as a rule, active = well fitted curve in the direction sought with a large enough effect; inconclusive = small, poorly fitted or top-dose-only effect, or another doubt; inactive = no such curve, though single readings can be large; an effect the other way counts as inactive or inconclusive. Not a hit list, and some 11% of all compounds hit somewhere here.

SMILES	MCF10A rereplic	KB-V1 cytotox	S2 tox	IL1B secr inh	KB-3-1 tox	HT1080-NT tox	HT1080 IDH1KD tx	SW480 rereplic	ATXN2 expr inh
COc1cccc(CN2CCNC(=O)C2CC(=O)NC2CCCC2)c1OC (stereo not given)	2%	-11%	i	-10	15%	-4%	3%	?	5%
CCOc1ccccc1CNC(=O)CCn1cccn1	/	19%	i	/	19%	/	/	/	5%
O=C(NCCc1nnc2ccc(SCC(=O)N3CCOCC3)nn12)c1ccccc1	-1%	27%	i	0	16%	4%	6%	-9%	-3%
CCOc1ccc(-c2cc(C(=O)NN)[nH]n2)cc1	0%	0%	?	3	-5%	1%	4%	0%	14%
CC(C)NC(=O)c1ccccc1NC(=O)CCS(=O)(=O)Cc1ccccc1	-17%	-9%	i	13	24%	-2%	-38%	-9%	6%
CC(C)NS(=O)(=O)c1ccc(OCC(=O)NCc2ccc3c(c2)OCO3)c(Cl)c1	0%	-7%	i	-3	0%	-21%	-13%	-4%	-32%
Cc1c(C=O)c2ccccc2n1CCOc1ccccc1F	-1%	?	i	13	?	-8%	-29%	-3%	/
CCn1c(COc2ccccc2Cl)nnc1SCC(=O)Nc1ncccc1C	-1%	?	i	-1	29%	2%	7%	/	1%
CC(Sc1nnc(C2CC2)n1C1CC1)C(=O)Nc1ccccc1C#N (stereo not given)	-1%	25%	i	14	7%	11%	-3%	-1%	7%
Cc1ccc(N2CCN(/N=C/c3c(C)nn(-c4ccccc4)c3Cl)CC2)cc1	2%	-4%	i	6	0%	?	8%	-176%[inhibitor]	/
CC(C)c1ccc(NC2CCCN(C(=O)CN3CCCC3=O)C2)cc1 (stereo not given)	2%	?	i	1	16%	-1%	7%	-14%	-6%
CCN(CC)C(=O)c1cccc(-c2csc(C(O)c3cccc(OC)c3)n2)c1 (stereo not given)	/	-26%	?	-17	-1%	?	?	/	?
Cc1ccc(C)c(NC(=S)N2CCC(NC(=O)c3cccc(F)c3)CC2)c1	3%	?	i	5	2%	12%	10%	-7%	-3%
COc1ccc(-c2nc3sc(CCNC(=O)c4cccc(C(F)(F)F)c4)c(C)n3n2)cc1	/	-16%	i	/	-8%	/	/	/	23%
O=C1OCCN1N1CCOC1=O	-25%	3%	i	-11	15%	0%	4%	5%	7%
Cc1ccc(S(=O)(=O)Nc2cccc(S(=O)(=O)Nc3ccccc3C(=O)O)c2)c(C)c1	12%	21%	i	3	10%	0%	0%	-3%	12%
COc1ccc(C=O)cc1Cn1cnc2c(cnn2C)c1=O	1%	-2%	i	0	7%	-29%	-23%	?	6%
O=C(CN1CCc2ccccc2C1)Nc1ccccc1C(F)(F)F	?	9%	i	-5	11%	-10%	-6%	-60%[inhibitor]	0%
O=C1/C(=C\c2ccc(O)c(O)c2)N=C2CCCCCN12	-19%	-3%	i	38	-1%	-17%	-22%	?	44%[activator]
COc1cc(C#N)ccc1OCC(=O)c1ccc2c(c1)OCCO2	2%	-16%	i	-19	?	-14%	?	-13%	8%
CC(O)(c1cccc(F)c1)c1nc(-c2cccc(C#N)c2)cs1 (stereo not given)	/	4%	i	16	0%	?	-5%	/	0%
c1ccc2c(NCC3CCCO3)nc(N3CCCCC3)nc2c1 (stereo not given)	15%	0%	?	0	0%	-5%	-9%	-4%	-26%
O=C(COC(=O)C1CCCCC1)Nc1ccc(N2CCCCC2)cc1	-2%	0%	i	-10	-6%	-8%	-2%	-6%	3%
Cc1ccc(C(=O)NCCn2c(N)c(C#N)c3nc4ccccc4nc32)cc1	?	-24%	i	-1	?	7%	25%	21µM*	-11%
CCN(CC)S(=O)(=O)c1ccc(/C=C/C(=O)OCC(=O)N(C)C)cc1	-4%	-7%	i	-17	-6%	19%	12%	-6%	-11%

(continued)
SMILES	MCF10A rereplic	KB-V1 cytotox	S2 tox	IL1B secr inh	KB-3-1 tox	HT1080-NT tox	HT1080 IDH1KD tx	SW480 rereplic	ATXN2 expr inh
Cc1ccc(C(=O)CC(=O)c2ccccc2C)c(O)c1	?	?	/	67	?	?	?	11%	2%
COC(=O)c1ccc(C(=O)NN)cc1	1%	9%	?	12	16%	1%	6%	-1%	9%
N#Cc1ccc(CN2CCN(CC(=O)Nc3ccccc3C(=O)NC3CC3)CC2)cc1	-1%	4%	i	-9	4%	8%	-1%	-4%	3%
CC(=O)Nc1ccc2nc(NC(=O)COc3ccccc3Cl)sc2c1	0%	-19%	i	24	4%	-27%	-3%	-4%	7%
C=CCNC(=O)C1CCC(C(=O)NCC=C)CC1 (stereo not given)	18%	5%	i	15	?	1%	3%	-10%	/
CCN1/C(=C2/SC(=S)NC2=O)Sc2ccccc21	14%	-2%	i	-17	?	15%	4%	-18%	4%
Clc1ccc(Cn2ccc(C3CC3)n2)cc1	4%	0%	i	6	11%	4%	1%	-2%	24%
COc1ccc(OC)c(NC(=O)Nc2c(C)n(C)n(-c3ccccc3)c2=O)c1	/	0%	i	/	0%	/	/	/	7%
COc1ccc(CCNC(=O)CSc2nnc(Cn3c(=O)sc4ccccc43)n2C)cc1OC	-1%	4%	?	-2	1%	3%	-4%	-3%	0%
COc1ccc(C(=O)N2CCCC(C(N)=O)C2)cc1S(=O)(=O)N1CCOCC1 (stereo not given)	-1%	20%	i	0	-3%	8%	1%	-12%	4%
CN1CCN(CCC(=O)Nc2ccccc2)CC1	-8%	34%	i	14	1%	17%	14%	-9%[9.22 µM]	-2%
COc1cccc(N2C(=O)CC(N3CCN(S(=O)(=O)c4ccccc4)CC3)C2=O)c1 (stereo not given)	-2%	21%	i	18	8%	14%	9%	-7%	3%
Cc1ccccc1NC(=O)Cc1nc(COC(=O)c2cccnc2Cl)cs1	10%	17%	i	13	25%	-1%[9.24 µM]	0%	-39%[inhibitor]	-3%
COc1cccc(C(C)(O)c2nc(-c3ccc(C)c(C)c3)cs2)c1 (stereo not given)	/	5%	?	17	0%	-28%	?	/	-21%
Cc1cc(C)cc(OCC(=O)NNC(=S)NC(=O)C2CC2)c1	9%	9%	i	83	?	-29%	?	?	?
O=C(Nc1ccc(S(=O)(=O)Nc2cnc3ccccc3n2)cc1)c1ccc(Br)o1	20%	?	i	32	-14%	0%	-2%	-4%	2%
C[C@H](NC(=O)N1CCn2c1nc1ccccc12)C(=O)NCc1ccc(F)cc1	7%	-5%	i	0	-12%	5%	3%	-1%	11%
Cc1ccc(C(C)NC(=O)c2ccncc2)cc1C (stereo not given)	1%	-2%	i	0	3%	-4%	-1%	-4%	-12%
Cc1cccc(Cn2nc(C)n3c(cc4cc(C)ccc43)c2=O)c1	/	-14%	i	/	12%	/	/	/	-1%
CCCCN1CCc2c([nH]c3ccc(C)cc23)C1=O	0%	-2%	i	?	22%	?	?	-12%	51%[activator]
Cc1cc2oc(=O)c(CC(=O)O)c(C)c2c2occ(C(C)(C)C)c12	9%	3%	i	-6	-27%	4%	1%	-3%	11%
CCOC(=O)C1=CCN(S(=O)(=O)c2ccccc2C)C1c1ccc(Cl)c(Cl)c1 (stereo not given)	/	-10%	i	4	?	?	?	/	-29%
O=C(CNC(=O)C1CCCCC1)NC1=NCCS1	0%	15%	i	13	-9%	6%	13%	-6%	-2%
O=C(CN(Cc1ccccc1C(F)(F)F)C(=O)CNC(=O)c1ccco1)NC1CCCC1	4%	-15%	i	25	8%	8%	8%	3%	2%
COCCCNC(=S)N(CCCN(C)C)Cc1cc2cc3c(cc2[nH]c1=O)OCCO3	12%	1%	i	0	19%	4%	3%	-33%[inhibitor]	-27%

(next part)
SMILES	MCF10A rereplic	KB-V1 cytotox	S2 tox	IL1B secr inh	KB-3-1 tox	HT1080-NT tox	HT1080 IDH1KD tx	SW480 rereplic	ATXN2 expr inh
O=C(Nc1ccc(C(=O)O)cc1)/C(=C\c1ccc2c(c1)OCO2)NC(=O)c1ccco1	7%	7%	i	-15	-1%	15%	16%	-12%	-7%
CCN(C(=O)C1CCN(S(=O)(=O)c2cccc3nonc23)CC1)c1ccccc1	3%	0%	i	-14	-2%	1%	1%	-10%	5%
Cc1cc(Cl)ccc1C(O)c1ncc(-c2ccc3ccccc3c2)[nH]1 (stereo not given)	/	-4%	?	-22	0%	?	?	/	5%
O=C(c1cc2nc(-c3ccco3)cc(C(F)(F)F)n2n1)N1CCCCCC1	1%	?	i	-4	-16%	0%	?	-7%	2%
Cc1ccc(C(=O)c2cn(CC(=O)Nc3ccc4c(c3)OCCO4)c3nc(C)ccc3c2=O)cc1	/	7%	?	/	2%	/	/	/	-24%
CNC(=O)C1CCN(C(=O)c2ccc(-c3ccccc3)cc2)CC1	0%	7%	i	-19	9%	6%	1%	-9%	1%
CC(C)CC(=O)NC(=S)Nc1ccc(CN2CCOCC2)cc1	11%	-3%	i	22	-3%	1%	0%	-1%	5%
O=C(NC(Cc1c[nH]c2ccccc12)C(=O)O)/C(=C\c1ccc2c(c1)OCO2)NC(=O)c1ccccc1 (stereo not given)	-10%	?	i	4	-3%	29%	20%	-14%	-5%
COc1ccc(S(=O)(=O)n2ccnc2)cc1C(C)(C)C	/	?	i	/	18%	/	/	/	-1%
CC1(C(=O)Nc2cccc(Oc3ccccc3)c2)CCN1Cc1cc2ccccc2o1 (stereo not given)	/	4%	i	-7	0%	-24%	?	/	13%
CN1CCCCCC1=NC1=C(C#N)CCCC1	-12%	-12%	i	12	5%	6%	16%	-2%	-4%
CCN(C#N)c1nc(N(C)C)nc(N(C)C)n1	0%	?	i	-19	1%	3%	24%	-5%	2%
C/C(=N\NC(=S)NCc1ccccc1)c1ccccc1	5%	11%	i	8	-1%	2%	-13%	14%	17%

No new results follow: 3 of the compounds above.
SMILES	MCF10A rereplic	KB-V1 cytotox	S2 tox	IL1B secr inh	KB-3-1 tox	HT1080-NT tox	HT1080 IDH1KD tx	SW480 rereplic	ATXN2 expr inh
Cc1ccc(C(=O)CC(=O)c2ccccc2C)c(O)c1	?	?	/	67	?	?	?	11%	2%
COC(=O)c1ccc(C(=O)NN)cc1	1%	9%	?	12	16%	1%	6%	-1%	9%
N#Cc1ccc(CN2CCN(CC(=O)Nc3ccccc3C(=O)NC3CC3)CC2)cc1	-1%	4%	i	-9	4%	8%	-1%	-4%	3%

From PubChem
